# Source: PubChem
# PTHR1 agonist – PTHR1 (human) receptor agonism; Q03431; HEK293 GP2 PTHR1 cells, GloSensor cAMP luminescence, 1 h; Potency, µM (top dose mostly 115 µM), for inactives: at the highest dose activation, most hits filed as activators; actives 0.075% (n = 410,000); AID 743266; also: potency is read from the fitted curve at half-maximal effect; nearly all actives have a fitted effect of over 55% in size; some results filed as inactive show a strong effect at the top dose; inactives centre near -15; many of its hits are not listed in these tables
# Target sequence (Q03431 whole entry, looked up): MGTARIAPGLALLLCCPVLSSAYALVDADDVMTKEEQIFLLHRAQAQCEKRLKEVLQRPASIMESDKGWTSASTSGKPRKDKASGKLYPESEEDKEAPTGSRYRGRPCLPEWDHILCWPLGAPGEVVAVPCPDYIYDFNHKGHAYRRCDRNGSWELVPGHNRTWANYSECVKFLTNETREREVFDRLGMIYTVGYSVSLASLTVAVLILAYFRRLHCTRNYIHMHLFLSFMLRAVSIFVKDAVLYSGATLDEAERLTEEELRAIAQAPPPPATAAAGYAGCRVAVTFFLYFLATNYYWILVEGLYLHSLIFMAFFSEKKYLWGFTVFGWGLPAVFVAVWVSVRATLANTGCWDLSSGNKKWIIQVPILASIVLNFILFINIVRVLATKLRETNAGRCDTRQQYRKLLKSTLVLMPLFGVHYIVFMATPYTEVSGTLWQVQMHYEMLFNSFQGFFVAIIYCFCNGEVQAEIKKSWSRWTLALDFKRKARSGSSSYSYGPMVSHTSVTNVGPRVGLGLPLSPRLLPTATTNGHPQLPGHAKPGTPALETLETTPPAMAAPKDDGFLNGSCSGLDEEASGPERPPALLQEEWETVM
#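 HEK-293-derived GP2 cells expressing PTHR1 and a GloSensor cAMP reporter, 3,000/well, plated overnight, given luciferin plus IBMX (each 0.5 mM as added) for 1 h at 37 °C, then compound for 1 h at 37 °C. Luminescence was read after 15 min at room temperature.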
# EPAC2 antagonist – EPAC2 (human) antagonism; EPAC2 GEF exchange of Rap1B-BODIPY-GDP, fluorescence; actives 0.18% (n = 360,000); Potency, µM (top dose mostly 114 µM), without a hit: at the highest dose activity, negative = inhibition, usual class: inhibitors; Q8WZA2; AID 720708; also: potency is read from the fitted curve at half-maximal effect; % is scaled to controls: 0 for no effect and ±100 for the full control effect; nearly all actives have a fitted effect of over 45% in size; many of its hits are not listed in these tables
# Akt phos inh – Akt phosphorylation inhibition; actives 0.32% (n = 360,000); Neuro2A IGF-stimulated pAkt S473 HTRF, 20 min; hits give low values; activity change, % for hits at 50 µM; in the data active = activity change below about -80%; inconclusive = mostly about -51% to -80%; also: % is scaled to controls: 0 for no effect and ±100 for the full control effect
#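 Neuro2A cells (4,500/well, DMEM with 0.5% FBS) were treated with compound at a single 50 µM final concentration, stimulated with 6 nM IGF for 20 min at 37 °C, and lysed. Phospho-Akt Ser473 was read by HTRF as 665/615 ratio ×10^4.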
# CCT modulator – changes cytosolic chaperonin activity; purified chaperonin ATPase assay, HTRF ADP detection, 30 min; activity change, % (no concentration beside the values), hits read low; actives 0.3% (n = 360,000); in the data active = activity change below about -30%; also: % is scaled to controls: 0 for no effect and ±100 for the full control effect
#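 First, chaperonin was dispensed at 40 nM or 20 nM final depending on batch activity. Next, compounds were pinned at 76 uM and ATP added at 10 uM. After 30 min at 37 °C, ADP detection reagents ran 30 min at ambient temperature.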
# DRD3 antagonist – D3 dopamine receptor (human) antagonism; max response, negative = inhibition, %; P35462; D3R cells, DiscoveRx beta-arrestin luminescence, antagonist mode; hits give low values; actives 2.5% (n = 360,000); in the data active = max response below about -50%; inconclusive = no clear call, values can overlap the other calls; also: % is scaled to controls: 0 for no effect and ±100 for the full control effect; mostly tested at two doses, the higher about 12 µM
# Target sequence (P35462 whole entry, looked up): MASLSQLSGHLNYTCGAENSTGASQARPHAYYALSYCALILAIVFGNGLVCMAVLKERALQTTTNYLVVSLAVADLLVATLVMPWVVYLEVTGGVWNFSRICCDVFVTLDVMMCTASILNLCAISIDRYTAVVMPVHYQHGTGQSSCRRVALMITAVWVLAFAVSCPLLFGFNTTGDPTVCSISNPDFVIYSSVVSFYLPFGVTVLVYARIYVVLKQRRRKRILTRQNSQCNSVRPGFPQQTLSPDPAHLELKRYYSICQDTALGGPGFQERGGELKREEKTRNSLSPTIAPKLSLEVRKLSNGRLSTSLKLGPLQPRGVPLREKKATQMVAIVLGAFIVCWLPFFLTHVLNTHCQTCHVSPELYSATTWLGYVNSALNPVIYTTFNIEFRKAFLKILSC
#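 Cells plated overnight at 1500 cells/well, then exposed to library compounds with dopamine controls for 90 minutes at 37 degrees C. DiscoveRx reagent added for 30–60 minutes at room temperature; luminescence read, quantitative HTS format.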
# DRD3 agonist – agonists of human D3 dopamine receptor; max activation, %; D3R DiscoveRx beta-arrestin cells, luminescence, 90 min; actives 0.58% (n = 410,000); AID 652048; in the data active = max activation above about 30%; also: 0% is about no effect; mostly tested at two doses, the higher about 12 µM
#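 Agonist mode: compounds and dopamine controls were applied to plated cells for 90 min at 37 degrees C after an overnight attachment at 1500 cells/well. Luminescent read-out followed 30 - 60 minutes at room temperature with DiscoveRx detection reagent.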
# EPAC2 agonist – activates human EPAC2 exchange factor. Q8WZA2. EPAC2 activation, biochemical qHTS; response scale: 100% = 6.5 mM cAMP response. Potency, µM (titrated, usually from 154 µM), for inactives: at the top dose activation, hits mostly activators. actives 0.079% (n = 360,000). AID 720711; also: potency is read from the fitted curve at half-maximal effect; nearly all actives have a fitted effect of over 50% in size
#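 Nucleotide exchange monitored as fluorescence drop when BODIPY-GDP leaves Rap1B. Reaction: 100 nM EPAC2, 250 nM RAP1B-BODIPY-GDP, 50 uM GDP, room temperature, kinetic read over 30 min. Activity expressed relative to 6.5 mM cAMP.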
# MmCpn inh – inhibitors of Methanococcus maripaludis chaperonin (MmCpn). actives 0.031% (n = 330,000). purified Mm-Cpn ATPase, ADP Transcreener TR-FRET. AID 504842. Potency, µM (doses to about 76.9 µM), inactives show at the top dose activity, negative = inhibition, usual class: inhibitors; also: potency is read from the fitted curve at half-maximal effect; % is scaled to controls: 0 for no effect and ±100 for the full control effect; nearly all actives have a fitted effect of over 80% in size
#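 Compound-treated chaperonin, 25 nM final, turns over 10 uM ATP at 37°C for 30 min following a 10 min preincubation; ADP generated competes with ADP-d2 for Eu-cryptate antibody, lowering FRET.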
# * = called active by the depositor; i = inactive; ? = inconclusive; / = no result given; [ ] = remark or other dose. Unless noted, calls follow the shape of the dose curve; as a rule, active = well fitted curve in the direction sought with a large enough effect; inconclusive = small, poorly fitted or top-dose-only effect, or another doubt; inactive = no such curve, though single readings can be large; an effect the other way counts as inactive or inconclusive. This is a subset; count on the stated rates, not on these rows.
SMILES,PTHR1 agonist,EPAC2 antagonist,Akt phos inh,CCT modulator,DRD3 antagonist,DRD3 agonist,EPAC2 agonist,MmCpn inh
CS(=O)(=O)Nc1ccc(C(=O)Nc2ccc(S(=O)(=O)N3CCCCC3)cc2)cc1,-41%[inhibitor],-2%,i,-1.1,-14,-5,-4%,1%
CCOC(=O)c1c(NC(=O)CSc2nnc(-c3c[nH]c4ccccc34)n2CCOC)sc2c1CCCC2,i,-5%,i,0.4,14,2,-5%,1%
CCOC(=O)CC(=O)CSc1ccc2nnc(-c3ccccc3)n2n1,i,-5%,i,-1.7,9,-1,6%,-3%
CCN(c1ccccc1)S(=O)(=O)c1ccc2c(c1)CC(C)N2C(=O)C1CC1 (stereo not drawn),-44%[inhibitor],-4%,i,-2.6,2,-1,16%,-1%
CC(C)c1ccc(NC(=O)C2CCCN(S(=O)(=O)c3cccnc3)C2)cc1 (stereo not drawn),-21%,1%,i,2.0,6,6,-3%,0%
N#C/C(=C\c1ccc(-c2nc3ccccc3s2)o1)C(N)=O,-7%,5%,i,1.6,2,16,-20%,-4%
CSc1nc(-c2ccco2)nn1C(=O)c1ccc(C)cc1,21%,0%,i,-1.7,9,6,-4%,1%
C[C@]1(C(=O)NCCc2c[nH]c3ccccc23)C=C[C@@H](Cc2ccccc2)N1C(=O)c1ccccc1,i,-17%,i,2.1,22,-21,0%,1%
CCC(C)NC(=O)CNC(=S)N(Cc1ccccc1)Cc1cccnc1 (stereo not drawn),i,10%,i,2.1,0,10,3%,2%
C=CCN1CCN(c2ccncc2S(=O)(=O)N2CCN(C)CC2)CC1,i,3%,i,0.3,27,-2,5%,/
COc1ccc(C)cc1N(CC(=O)N1CCCCCC1)S(C)(=O)=O,i,2%,i,-0.4,6,2,9%,2%
CN(Cc1ccccc1F)C(=O)CN1C(=O)NC2(CCc3ccccc32)C1=O (stereo not drawn),i,-7%,i,1.4,11,-5,2%,-3%
Cc1noc(C)c1C(=O)Nc1ccc(C#N)cc1,i,-1%,i,-1.3,11,4,8%,-1%
Cc1snc(SCC(=O)N/N=C(\N)COc2cccc(C(F)(F)F)c2)c1C#N,-2%[57.5 µM],5%,i,-0.6,9,6,-8%,1%
COc1ccc(C(=O)OCC(=O)N2CCCCCC2)cc1S(=O)(=O)N1CCOCC1,-26%,-3%,i,-2.5,0,3,3%,-1%
COc1ccc(CCNS(=O)(=O)c2ccc3c(c2)CCN3C(=O)C2CC2)cc1OC,i,11%,i,1.5,?,-3,12%,0%
CC1CN(S(=O)(=O)c2ccc(C(=O)Nc3sccc3C(N)=O)cc2)CC(C)O1 (stereo not drawn),-29%,-4%,i,-1.9,5,-5,-1%,0%
COC(=O)c1nn(-c2ccccc2)c(Cl)c1/C=N/OCc1c(Cl)cccc1Cl,i,-13%,i,1.8,-8,2,4%,/
CCOc1ccc(OCCCC(=O)N(CC)CC(=O)Nc2c(F)cccc2F)cc1,-40%[inhibitor],-11%,i,0.8,-13,4,2%,-1%
OC[C@@H]1CN(Cc2ccccc2)C[C@H](n2cnc3c(N4CCOCC4)ncnc32)O1,8%,10%,i,-1.6,-21,-4,5%,/

# Structural class: the entries above containing two or more sulfur atoms.
SMILES,PTHR1 agonist,EPAC2 antagonist,Akt phos inh,CCT modulator,DRD3 antagonist,DRD3 agonist,EPAC2 agonist,MmCpn inh
CS(=O)(=O)Nc1ccc(C(=O)Nc2ccc(S(=O)(=O)N3CCCCC3)cc2)cc1,-41%[inhibitor],-2%,i,-1.1,-14,-5,-4%,1%
CCOC(=O)c1c(NC(=O)CSc2nnc(-c3c[nH]c4ccccc34)n2CCOC)sc2c1CCCC2,i,-5%,i,0.4,14,2,-5%,1%
Cc1snc(SCC(=O)N/N=C(\N)COc2cccc(C(F)(F)F)c2)c1C#N,-2%[57.5 µM],5%,i,-0.6,9,6,-8%,1%
CC1CN(S(=O)(=O)c2ccc(C(=O)Nc3sccc3C(N)=O)cc2)CC(C)O1 (stereo not drawn),-29%,-4%,i,-1.9,5,-5,-1%,0%

# (listing goes on)
SMILES,PTHR1 agonist,EPAC2 antagonist,Akt phos inh,CCT modulator,DRD3 antagonist,DRD3 agonist,EPAC2 agonist,MmCpn inh
O=C(O)CCC(=O)Nc1ccc(Oc2ncnc3cc(Cl)ccc23)nc1,i,7%,i,-2.3,2,-4,14%,0%
CCn1c(/C=C2\C(=O)N(C(C)C)c3ccccc32)nc2ccccc2c1=O,-83%[inhibitor],-5%,i,0.6,0,2,0%,-2%
COCCCNC(=O)CCCn1c(=O)c2ccccc2n(CC(=O)Nc2c(C)cc(C)cc2C)c1=O,-10%,-1%,i,0.1,23,-2,-5%,-10%
O=C(O)c1[nH]c2ccccc2c1CC(=O)N1CCOCC1,i,2%[57.1 µM],i,-3.1,20,-1,-2%,3%
COc1ccc(-c2[nH]c3ccccc3c2SCCNC(=O)c2cc3ccccc3oc2=O)cc1,i,0%,i,0.1,-11,-2,9%,-9%
CC(=O)Nc1cc(-c2cccc(CO)c2)cn2c(-c3cccc(C(F)(F)F)c3)cnc12,-21%,-8%,i,0.4,-53*,-11,5%,/
CCOCCCN(C(=O)Nc1ccc(CC)cc1)C1CCN(C(C)=O)CC1,i,5%,i,-2.0,6,5,6%,-2%
O=C(Nc1ccc(S(=O)(=O)NC2=NCCCCC2)cc1)c1cccs1,-14%,-13%,i,1.1,9,-1,3%,-3%
C/C(=N\NS(C)(=O)=O)c1ccc(C)cc1,-1%,-3%,i,1.2,12,0,-2%,2%
COc1ccccc1OCCNC(=O)c1ccc(Br)cc1,-33%[inhibitor],-5%,i,-2.1,-9,-9,10%,-2%
Cc1cccc2c(=O)n3c(nc12)CCCCC3,-9%[57.5 µM],14%,i,3.3,105,2,3%,-1%
COc1cccc(CNC(=O)CCn2ccc3cc(S(=O)(=O)N4CCC(C)CC4)ccc32)c1,i,-17%,i,-2.0,21,3,0%,-1%
CC(CCCC(C)(C)O)NC(=O)c1cc(COc2ccc3ncccc3c2)on1 (stereo not drawn),-45%,2%,i,0.3,-4,10,1%,-4%
Cc1ccc2c(c1)c1c(n2CC(O)CNC2CCCCC2)CCCC1 (stereo not drawn),3%,6%,i,-0.6,4,0,12%,0%
CC(C)(C)OC(=O)C[C@H]1C/C=C\C[C@H](CC(=O)N[C@H](CO)Cc2ccccc2)C(=O)N[C@H](C(C)(C)C)COC1=O,-14%,0%,i,-3.5,-3,4,5%,-1%
Cc1[nH]c2ccccc2c1C(=O)C(C)OC(=O)c1ccc([N+](=O)[O-])o1 (stereo not drawn),-56%[inhibitor],-2%,i,-0.3,?,-9,8%,-1%
CCOC(=O)c1c(C)[nH]c(C(=O)NNC(=O)c2ccccc2)c1C,-18%[57.5 µM],-4%,i,-1.2,4,5,-3%,4%
Cc1nc2ccccc2c2nc3ccccc3n12,-3%[57.5 µM],7%,i,5.8,31,16,4%,-1%
COc1ccc(Cl)cc1N(C(=O)c1ccco1)C(C(=O)NC1CCCC1)c1cccnc1 (stereo not drawn),i,4%,i,0.4,?,-6,9%,-1%
Cc1ccc(NC(=O)c2ccc(N3CCOCC3)c([N+](=O)[O-])c2)cc1S(=O)(=O)N1CCOCC1,-29%,-4%,i,-1.4,16,2,5%,0%
CC1(OC(=O)C2CCCC2)C(=O)C=C2C=C(c3ccsc3)N(C3CCCCC3)C=C2C1=O (stereo not drawn),5%,5%,i,-1.8,-23,-30,3%,-1%
COc1c2ccoc2nc2c(OC)c(OCC(OC(C)=O)C(C)(C)O)ccc12 (stereo not drawn),-20%,0%,i,-0.1,-7,-4,-6%,/
O=C(Oc1ccc2c(c1)O/C(=C\c1ccncc1)C2=O)c1ccccc1,0%,-24%,i,2.0,-22,-5,4%,-4%
Cc1cc(=O)cc(C)n1-c1ccc(Cl)c(Cl)c1,i,4%,i,-0.1,-8,3,2%,3%
O=C1N(Cc2cccc(Cl)c2)C[C@@H]2C[C@@H](c3cccc4ncccc34)N3CCC[C@@]123,-7%,5%,i,-0.5,-2,-8,5%,-19%
CCOC(=O)CNC(=O)CSc1ncnc2c1cnn2-c1ccc(Cl)cc1,-2%[57.5 µM],-3%,i,-1.9,5,1,1%,-1%
Cc1nc2c(-c3ccccc3)c(C)nn2c(C)c1CCC(=O)N1CCOCC1,i,4%,i,0.4,24,8,10%,0%
COc1ccc(NC(=O)NC(C(F)(F)F)C(F)(F)F)cc1,-27%,-12%,i,-3.4,-19,0,2%,2%
COc1cc(CNCc2cccc(OC)c2OC)cc(OC)c1,i,3%,i,-2.1,8,-2,5%,-15%
CCOC(=O)c1nc2nc(C)c(Cl)c(=O)n2[nH]1,-14%[57.5 µM],-6%,i,0.3,-13,-3,11%,0%
COCCCNC(=O)/C=C/c1cccc(Cl)c1,-8%[57.5 µM],6%,i,-2.3,-17,3,-1%,-2%
Cc1ccc(N2C(=O)c3ccc(C(=O)NCCN4CCOCC4)cc3C2=O)cc1,-19%[57.5 µM],-2%,i,-0.2,12,-2,-6%,-3%
CCOc1ccc(/C=N/NC(=O)c2cc3c(OC)cc(OC)c(OC)c3[nH]2)cc1,?,-9%,i,0.6,4,-19,9%,-5%
Cc1ccc(C(=O)COC(=O)CCN2C(=O)C3C4CCC(C4)C3C2=O)cc1[N+](=O)[O-] (stereo not drawn),i,-5%,i,-2.2,-12,-10,8%,0%
CC(=O)Nc1ccc(NC(=O)CSc2ccc(-c3ccc(-n4ccnc4)cc3)nn2)cc1,i,-12%,i,1.3,2,-13,6%,-4%
Oc1cccc(/C=N/N(Cc2ccccc2)c2ccccc2)c1,i,-15%,i,-2.2,9,6,9%,1%
Cc1ccc(-n2ccnc(SCC(=O)NC3CCCC3)c2=O)cc1F,i,-1%,i,-2.8,9,3,-2%,-1%
O=c1c2nnn(-c3ccc(Cl)cc3)c2ncn1Cc1ccccn1,-4%,-4%,i,0.5,-13,6,26%,2%
COc1ccc(C2C(C#N)=C(N)OC3=C2C(=O)CCC3)cc1Cn1nc(C)c([N+](=O)[O-])c1C (stereo not drawn),-5%[57.5 µM],-1%,i,-2.7,-10,-2,8%,-1%
c1ccc(-n2nnnc2SCc2cn3ccccc3n2)cc1,2%[57.5 µM],-9%,i,0.5,0,-3,6%,-3%
COc1cccc(C(=O)O/N=C/c2ccc(Sc3ccc(C)cc3)nc2)c1,-7%,7%,i,-1.9,-18,0,-12%,?
